# aDG glyco act: increases alpha dystroglycan glycosylation; Pro5-aDG cells, alpha-DG glycosylation AlphaScreen (IIH6); 0% Pro5, 100% B10-LARGE cell signal; activation, % at 10 µM; actives 0.22% (n = 360,000); AID 624168;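 active means activation of at least 8% versus controls, or a plate z-score of at least 8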;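 further: Pro5 are CHO cells carrying HIG-tagged alpha-DG that lacks glycosylation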
# TLR9-MyD88 block: inhibitors of human TLR9-MyD88 binding; Q9NR96+Q99836; CHO BLA complementation TLR9-MyD88, CCF4 FRET ratio; inhibition, % at 4.98 µM; actives 0.21% (n = 340,000);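 active means inhibition above the mean over all tested compounds plus 3 SD, cut at about 21% in these data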;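 further: 0% = DMSO only wells and 100% = clavulanate BLA inhibitor control wells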
# ABHD5-PLIN5 inh: inhibitors of human ABHD5-perilipin-5 interaction; Q00G26+Q8WTS1; Split G. princeps luciferase complementation, luminescence, 4 h; inhibition, % at 4 µM; actives 0.78% (n = 360,000); AID 602281;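 active means inhibition above the mean inhibition across every tested compound plus 3 SD, cut at about 22% in these data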;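 further: 0% = DMSO only wells and the 100% control is not disclosed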
# Vif imaging: blocks HIV Vif function | HEK293T cells, Vif self-association by quenched fluorescence, imaging, 24 h | actives 0.35% (n = 340,000) | inhibition, % at 7.49 µM | AID 602346; in the data active means inhibition above about 50%, passing the limit was not always enough; further: some results filed as inactive read as strong as hits
# NOD2 RIPK2 PPI: blocks binding of human NOD2 to RIPK2; O43353; CHO BLA complementation NOD2-RIPK2, CCF4 ratio; actives 0.38% (n = 360,000); inhibition, % at 4.98 µM; in the data active means inhibition above about 21%;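 further: 0% = vehicle only and 100% = reference blocker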
# MC4R antag cAMP: human MC4R antagonism in cAMP assay. P32245. MC4R-expressing cells, MTII-stimulated cAMP, LANCE TR-FRET. inhibition, % at 6.5 µM. actives 0.48% (n = 360,000). AID 540295;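 active means inhibition above its plate's cutoff, the mean of tested wells on that plate plus 3 SD, cut at about 29% in these data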;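 further: 0% = Melanotan II alone and 100% = Melanotan II plus saturating MCL0020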
#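 Assay system: human MC4R-expressing U2OS cells; reagent: Melanotan II stimulation of cells; dosing: 6.5 µM single dose; timing: compound 30 min, challenge 1 h, detection 1 h; signal: TR-FRET cAMP assay; replicates: one well per compound, no replicates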
# Exocytosis inh: lytic granule exocytosis inhibition; inhibition, % at 10 µM; TALL-104 LAMP-1 surface exposure, flow cytometry; cells stimulated with thapsigargin and PMA; actives 0.66% (n = 360,000);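 active means inhibition above about 55%, limit read from the data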
# Glyco luc inh: blocks N-linked glycosylation in D54 reporter cells; D54 ERlucT glycosylation luciferase reporter, 24 h; percent of 100 nM tunicamycin response; reporter increase, % at 12.5 µM; actives 0.23% (n = 360,000); AID 588692;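 active means mean luciferase reporter signal, scaled so untreated is 0 and the glycosylation-blocking control 100, at or above a set limit in every replicate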;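 further: luciferase carries N-glycosylation sites so blocking glycosylation raises the light; 0% = median of neutral control wells and 100% = median of 100 nM tunicamycin wells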
# MC4R ag barr: activates human MC4R beta-arrestin recruitment; P32245; U2OS MC4R beta-arrestin complementation, luminescence; percent of melanotan II response, DMSO zero; activation, % at 8.9 µM; actives 0.98% (n = 360,000); AID 540308;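 active means activation above a per-plate cutoff, the mean activation of sample wells on that plate plus 3 SD, cut at about 8% in these data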
# ABCB6 inh 2: blocks the human ABCB6 transporter | Q9NP58 | K562-ABCB6 porphyrin accumulation, flow cytometry, 1 h; stronger effect = lower value | fluorescence ratio to DMSO, % at 10 µM | actives 0.19% (n = 360,000) | AID 602162;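 active means fluorescence ratio to DMSO below 75%, the collection mean minus 3 SD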;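 further: signal is porphyrin accumulated inside mitochondria; 100% equals median channel fluorescence of DMSO control wells; lower ratio means ABCB6 inhibition with less porphyrin fluorescence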
# Target sequence (Q9NP58 whole entry, looked up): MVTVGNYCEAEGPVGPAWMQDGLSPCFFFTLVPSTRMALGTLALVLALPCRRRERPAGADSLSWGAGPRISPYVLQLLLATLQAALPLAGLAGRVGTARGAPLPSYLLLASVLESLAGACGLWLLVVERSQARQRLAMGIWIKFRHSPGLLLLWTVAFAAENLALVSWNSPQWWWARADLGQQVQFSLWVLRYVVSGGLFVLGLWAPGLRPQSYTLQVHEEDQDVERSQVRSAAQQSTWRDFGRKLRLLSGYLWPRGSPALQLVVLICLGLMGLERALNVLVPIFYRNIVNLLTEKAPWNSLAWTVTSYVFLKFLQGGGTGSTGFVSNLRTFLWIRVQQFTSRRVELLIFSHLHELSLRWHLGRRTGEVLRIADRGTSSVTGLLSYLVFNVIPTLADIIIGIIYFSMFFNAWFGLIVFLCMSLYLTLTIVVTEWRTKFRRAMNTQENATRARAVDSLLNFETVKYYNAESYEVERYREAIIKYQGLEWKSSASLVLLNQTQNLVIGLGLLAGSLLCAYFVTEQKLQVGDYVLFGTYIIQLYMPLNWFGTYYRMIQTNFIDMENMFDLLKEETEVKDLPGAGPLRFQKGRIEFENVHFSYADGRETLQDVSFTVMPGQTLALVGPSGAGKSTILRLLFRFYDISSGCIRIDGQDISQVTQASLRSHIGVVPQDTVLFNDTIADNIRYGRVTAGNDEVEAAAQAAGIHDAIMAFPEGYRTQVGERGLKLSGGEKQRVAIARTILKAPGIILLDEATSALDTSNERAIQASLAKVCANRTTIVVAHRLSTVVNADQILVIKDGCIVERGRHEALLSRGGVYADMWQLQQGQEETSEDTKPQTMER
# Numbers without * were called inactive; / = no result given; & = joins results of further samples. A portion of the library. The share of hits here may be higher or lower than overall.
SMILES,aDG glyco act,TLR9-MyD88 block,ABHD5-PLIN5 inh,Vif imaging,NOD2 RIPK2 PPI,MC4R antag cAMP,Exocytosis inh,Glyco luc inh,MC4R ag barr,ABCB6 inh 2
CCCn1c(CN2CCN(C(C)=O)CC2)nc2cc(S(=O)(=O)N(C)C)ccc21,-0.1,-6,4,-22,-10,-5,5,4,1.5,95
C[C@@H]1NC(=O)[C@@]2(C)[C@@H](c3ccccc3)[C@H]3COc4ccccc4[C@@H]3N2C1=O,-0.3,7,-13,0,-11,3,-2,5,-0.4,98
COc1ccc(N(CC(=O)NC2CC3CCC2C3)S(=O)(=O)c2ccccc2)cc1OC (stereo not given),-0.1,-4,4,1,0,2,34,-2,0.8,99
Cc1cccc(N=C2NC(=O)/C(=C/c3cccs3)S2)c1,-0.1,8,-4,0,1,-7,2,4,-1.3,95
Cn1c2c(c(=O)c3ccccc31)CCCC2,1.1,0,7,-1,-4,9,-13,2,0.1,97
O=C(N/N=C/c1ccc(Sc2nc3ccccc3[nH]2)o1)c1ccncc1,0.6,-2,2,6,-8,-2,-9,3,-2.4,91
C=CCc1c(C)[nH]c(=S)c(C#N)c1C,-0.1,0,9,-5,-10,12,-2,2,-1.0,91
CCN(CC)c1ccc(NC(=S)NC(=O)c2cccs2)cc1,-0.4,-10,-10,-8,10,-3,-1,0,-1.9,91
CC(C)(C)c1cc(C(=O)NCC(=O)OCC(=O)c2cccc([N+](=O)[O-])c2)cc(C(C)(C)C)c1,0.0,1,-2,0,-1,18,2,2,-0.6,98
COc1ccc2cc3cc(C(=O)N4CCCCC4C)oc3nc2c1 (stereo not given),0.3,-1,9,-2,-7,2,-20,-7,0.1,108
COc1ccccc1/C=C/c1ccc2cccc(O)c2n1,0.1,-1,0,-3,-4,4,-10,10,-4.0,100
COc1cc(NC(=O)COC(=O)c2cnccn2)c(C)cc1[N+](=O)[O-],0.2,-6,1,/,-4,23,-4,-1,1.5,100
COC(=O)c1cccc(N(CC(=O)NC2CCCC2)C(=O)CNC(=O)c2cccs2)c1,0.0,1,-2,1,5,3,3,0,0.7,98
COC(=O)c1cnc(SCc2ccc(C)cc2)n1C,0.2,-2,2,20,-2,5,-2,2,-2.5,99
O=C(CNS(=O)(=O)c1ccc2c(c1)OCCCO2)N1CCN(Cc2ccccc2)CC1,-0.1,12,1,-5,10,9,-3,0,-1.4,97
CCOC(=O)C1(C)CCCN(C(=O)c2cccc3ccccc23)C1 (stereo not given),-0.2,/,-6,1,-4,2,-3,0,1.3,99
O=C(O)Cn1cc(/C=C/[N+](=O)[O-])c2ccccc21,-0.2,-7,15,4,-8,-5,-1,2,-2.8,86
Cc1[nH]c2ccccc2c1/C=C(\C#N)C(=O)NCC1CCCO1 (stereo not given),0.0,-1,2,-8,-1,15,11,6,-1.0,95
O=C(CN1C(=O)NC2(CCCCC2)C1=O)N1CCN(c2ncccn2)CC1,0.0,-1,10,-1,5,-2,-4,1,-1.5,100
CC(=O)c1c(C)[nH]c(C(=O)NCCCN2CCCC2)c1C,-0.3,-2,3,16,12,13,-1,-1,1.8,91
OCCCNC(=S)Nc1ccc(Oc2ccccc2)cc1,0.0,-8,-4,-2,-3,11,0,-1,-1.1,104
COc1ccc(CNC(=O)Nc2nnc([C@H]3C[C@H](O)[C@@H](CO)O3)s2)cc1,0.6,/,8,-4,0,4,10,0,1.5,100
CC1(C)CC(=O)C2=C(C1)NCN(Cc1ccccc1)C2,1.8,3,14,3,0,-11,-6,0,1.6,107
Cc1nc2ccccc2nc(=O)c1NNc1ccccc1,-0.2,0,-4,-10,0,-16,4,9,-1.4,104
COc1ccc(-c2csc(NC(=S)NC(=O)/C=C/c3ccco3)n2)cc1OC,-0.2,8,3,/,-4,-20,-2,8,9.1*,99
SMILES,aDG glyco act,TLR9-MyD88 block,ABHD5-PLIN5 inh,Vif imaging,NOD2 RIPK2 PPI,MC4R antag cAMP,Exocytosis inh,Glyco luc inh,MC4R ag barr,ABCB6 inh 2
CCN(CC)CCNC(Cc1ccccc1)c1cccc(OC)c1 (stereo not given),0.1,-12,-4,-2,-3,-5,1,-3,1.8,92
COc1ccc(C(=O)N2CCc3cc(OC)c(OC)cc3C2c2cccc([N+](=O)[O-])c2)cc1OC (stereo not given),-0.2,-4,7,-6,2,6,4,7,-0.9,101
CCOc1ccc(-n2c(C)c(C(C)=O)c3cc(OC(C)=O)ccc32)cc1,0.1,5,0,-4,-6,-5,46,-12,0.1,103
CCCCOc1ccc(C(=O)N2CCCCCC2)cc1,-0.2,-4,8,-5,-6,-2,-8,0,-0.7,/
Oc1cccnc1CN1CCCCC1,-0.3,/,5,1,6,5,-1,3,-0.2,95
CCn1cc(C(=O)NCCCN2CCCC(C)C2)c(=O)c2cc(S(=O)(=O)N(C)C3CCCCC3)ccc21 (stereo not given),-0.1,-8,12,-8,6,-1,13,1,-1.0,95
Cc1ccc(-c2csc3nc[nH]c(=O)c23)cc1,-0.2,12,3,-2,4,-10,-2,1,-2.1,97
CCOc1ccc(C(=O)O/N=C(\N)c2ccccn2)cc1OCC,0.1,-1,5,-9,-2,2,-1,1,-3.2,95
Cc1ccc(S(=O)(=O)N(CC(=O)c2ccccc2)C(=O)N2CCN(C)CC2)cc1,-0.1,-10,-6,0,-7,18,1,1,-1.9,100
CCOC(=O)[C@H]1[C@H]2COc3ccc(Cl)cc3[C@@H]2N2C(=O)CN(Cc3ccc(OC)cc3)C(=O)[C@@]12C,0.0,-1,-5,-5,5,4,3,0,-0.4,99
Cc1ccccc1S(=O)(=O)Cc1ccc(C(=O)NCCN(CC(C)C)CC(C)C)o1,0.0,-3,2,-6,-6,0,21,-7,-0.2,99
O=C(COC(=O)/C=C/c1ccc(Cl)cc1Cl)NCC1CCCO1 (stereo not given),-0.1,1,0,-4,-4,4,-1,-2,-0.2,98
Cc1ccc(S(=O)(=O)N(C)CC(=O)N2CCN(C(=O)c3ccco3)CC2)cc1,-0.3,-12,-3,/,-1,5,-5,-1,-0.1,118
CC(=O)N1CCC2(CC1)C(C#N)=C(N)OC1=C2C(=O)CC(C)(C)C1,0.1,1,6,-11,-4,1,-1,2,0.2,108
COC(=O)c1sccc1NC(=O)Nc1ccc(C)c(C)c1,-0.3,-2,-2,-9,10,5,1,-5,-0.8,93
Cc1cc(C)cc(Nc2ncc3c(n2)CCCC3=O)c1,0.0,-2,7,13,5,0,2,-15,0.7,95
COc1ccc2[nH]cc(CC(=O)O)c2c1,-0.1,7,11,8,7,5,-1,2,-0.2,106
COC(=O)C(NS(=O)(=O)c1ccc(C)cc1)c1ccccc1 (stereo not given),0.4,8,-4,-5,-4,-1,2,0,-2.5,91
CC(OC(=O)c1ccc(Cl)nc1)C(=O)Nc1ccc2c(c1)OCO2 (stereo not given),0.1,4,4,-5,-5,-1,1,3,-0.6,105
CCc1ccc(CN2CCN(C(=O)c3cccc(OC)c3OC)CC2)cc1,0.5,3,-1,-30,-3,6,4,-3,-1.0,90
COc1ccc(CCNC(=O)C2CCN(S(=O)(=O)N3CC(C)CC(C)C3)CC2)cc1OC (stereo not given),0.1,4,1,-3,2,14,-4,-3,3.1,95
CCCCOc1ccc(C(=O)NCC(=O)NCC(c2ccc(F)cc2)N2CCOCC2)cc1 (stereo not given),0.0,-3,-2,-1,-7,4,2,-3,0.2,99
CCN(CC)C(=O)COc1coc(CN2CCN(c3ccc(F)cc3)CC2)cc1=O,0.0,6,-1,-6,2,6,4,1,1.3,96
CC1=C(C(N)=O)C(c2ccccc2)n2nc(-c3ccncc3)nc2N1 (stereo not given),-0.3,-3,2,-3,-6,5,-2,3,0.5,101
COc1nnc(-c2ccc(C)c(S(N)(=O)=O)c2)c2ccccc12,0.0,-3,-2,-1,-3,13,-7,-2,-0.5,101
SMILES,aDG glyco act,TLR9-MyD88 block,ABHD5-PLIN5 inh,Vif imaging,NOD2 RIPK2 PPI,MC4R antag cAMP,Exocytosis inh,Glyco luc inh,MC4R ag barr,ABCB6 inh 2
COc1cc(CO)ccc1OCC(=O)Nc1cccc2ccccc12,0.4,2,2,16,-12,8,10,2,1.1,90
CCCCSc1nc(C)nc2c1c(=O)n(C)c(=O)n2C,0.1,10,0,-9,3,-4,-2,0,2.6,93
CCN1CCN(C(=O)N(Cc2ccc(Cl)cc2)S(=O)(=O)c2ccc(C)cc2)CC1,0.2,-3,-2,/,-3,1,-4,4,1.7,93
Nc1cc2c(cc1[N+](=O)[O-])OCCOCCOCCO2,0.5,1,5,-2,-2,4,-2,2,0.3,98
Cc1nnc2ccc(-c3ccc(NS(=O)(=O)c4ccccc4)cc3)nn12,-0.1,2,-2,2,7,9,1,8,-2.5,92
CCOc1ccc(-c2cnc3n2CCC3)cc1,0.0,4,5,4,7,7,6,-6,-0.8,99
O=C(CSc1ncccn1)NN=C1CCCCCC1,-0.3,13,3,0,-5,-2,1,3,0.6,91
C=CCN(CC=C)C(=O)C1CC(=O)N(c2ccc(Br)cc2)C1 (stereo not given),0.3,-6,-3,3,-7,3,-1,-1,-2.1,107
CC(C(O)c1ccc(O)cc1)N1CCC(Cc2ccccc2)CC1 (stereo not given),0.1&0.0&-0.1,-5&5&3,1&2&-5,1&-19&-2,-13&-17&-2,3&4&11,12&1&-1,1&-2&-1,-0.5&-0.2&0.4,100&96&94
COc1ccc(-c2noc(N3CCC(C(=O)N4CCN(c5ccccn5)CC4)CC3)n2)cc1,0.9,-5,10,/,2,4,10,/,-1.0,97
C=CCN1C(=O)C(Cc2ccc(OCC)cc2)SC1=Nc1ccc(C(=O)O)cc1 (stereo not given),0.2,-4,0,-4,-5,-2,2,2,-3.5,102
COc1ccc(C(=O)N2CCCCCC2)cc1S(=O)(=O)N1CCOCC1,0.1,6,9,1,-2,19,-10,-1,-1.0,104
Cc1ccc(NC(=O)CC(=O)c2ccccc2)cc1C,0.1,-4,2,-11,6,-3,0,-1,-1.3,97
O=C(CCC(=O)N1CCN(S(=O)(=O)c2ccccc2)CC1)c1cccs1,0.5,-2,2,10,-5,4,-1,0,-2.3,77
CCOC(=O)[C@H]1[C@H]2COc3cc(OC)ccc3[C@@H]2N2C(=O)CN(Cc3ccc(C)cc3)C(=O)[C@@]12C,0.2,-3,-3,-1,-4,9,0,-1,0.9,99
Cn1ncc([N+](=O)[O-])c1C(=O)Nc1ccc(-c2nc3ccccc3[nH]2)cc1,1.0,-4,2,6,-7,5,4,2,0.0,94
CSc1nc(N(C)NC(=O)c2ccc(F)cc2)c2ccccc2n1,-0.4,1,6,2,8,-19,8,9,-1.5,90

# Fetched by structure from the entries so far:
SMILES,aDG glyco act,TLR9-MyD88 block,ABHD5-PLIN5 inh,Vif imaging,NOD2 RIPK2 PPI,MC4R antag cAMP,Exocytosis inh,Glyco luc inh,MC4R ag barr,ABCB6 inh 2
O=C(CSc1ncccn1)NN=C1CCCCCC1,-0.3,13,3,0,-5,-2,1,3,0.6,91
C=CCN(CC=C)C(=O)C1CC(=O)N(c2ccc(Br)cc2)C1 (stereo not given),0.3,-6,-3,3,-7,3,-1,-1,-2.1,107

# Look-ups from above.
# In Glyco luc inh, O=C(CCC(=O)N1CCN(S(=O)(=O)c2ccccc2)CC1)c1cccs1 has 0
# In aDG glyco act, C=CCN(CC=C)C(=O)C1CC(=O)N(c2ccc(Br)cc2)C1 (stereo not given) has 0.3

# Screens from PubChem.
